Screening data (PubChem)
PfM18AAP inh = PfM18AAP inhibitors, malaria aminopeptidase, primary screen, biochemical, QFRET, recombinant enzyme. AID 1822, 2009. M18 aspartyl aminopeptidase (Plasmodium falciparum 3D7). inhibition, % at 7.35 µM. H-Glu-NHMec fluorogenic cleavage. actives 1.2% (n = 290,000);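 active means inhibition above the campaign mean inhibition over all tested compounds plus 3 SD, cut at about 28% in these data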;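 further: 0% = plate median of test compound wells and 100% = 2 mM ZnCl2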
IMP-1 inh = IMP-1 metallo-beta-lactamase inhibitors, primary screen, biochemical, epi-absorbance readout, Pseudomonas aeruginosa enzyme; inhibition, % at 5.6 µM; metallo-beta-lactamase IMP-1 (Pseudomonas aeruginosa); actives 0.45% (n = 290,000); purified IMP-1, nitrocefin hydrolysis, epi-absorbance fluorescence;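 active means inhibition above the mean plus 3 SD of all compounds in the same screening run, cut at about 4.5% in these data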;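 further: 0% = IMP-1 with DMSO and 100% = DMSO wells lacking enzyme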
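Assay system: purified recombinant IMP-1 beta-lactamase. Input: IMP-1 0.2 nM before substrate addition. Buffer or medium: Zinc- and detergent-supplemented HEPES buffer, pH 7.1. Schedule: 25 °C, 15 min preincubation, 25 min reaction. Signal: Epi-absorbance fluorescence, 480 nm excitation, 530 nm emission. Evaluation: percent inhibition from optical density relative to buffer-blank wells.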
p-CIP stab down = p/CIP-EGFP fusion destabilizers, primary screen, fluorescence, F442A cells. Q05BA5. 16 h. decrease of EGFP signal, % at 10 µM. actives 0.01% (n = 290,000);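 active means EGFP signal decrease of at least 30% at 10 µM or well 3 SD below plate mean, unless failing retest; inactive means the rest, including hits failing retest or dose response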; further: some compounds called inactive have numbers as strong as hits; many of its hits are not listed in these tables
SUMO HTRF inh = inhibitors of in vitro SUMOylation cascade, primary screen, biochemical, HTRF, uHTS | SUMO-conjugating enzyme UBC9 (Homo sapiens), P63279 | HTRF SUMOylation assay, SAE1/SAE2 + UBC9 | inhibition, % at 35 µM | actives 0.36% (n = 290,000) | AID 2006, 2009; in the data active means inhibition above about 50%, passing the limit was not always enough; further: strong numbers were not always called active
IDE cell activ = human IDE activators in live cells, primary screen, fluorescence polarization, HEK cells, FAbeta-B substrate | AID 493087, 2011 | FAbeta-B cleavage; 0% vehicle, 100% cell-free pure enzyme wells | actives 0.073% (n = 340,000) | Insulin-degrading enzyme (Homo sapiens), P14735 | activation, % at 5.96 µM;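 active means activation above the mean of all tested compounds plus 3 SD, set per screening campaign, cut at about 17% in these data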
Target sequence (P14735 whole entry, looked up): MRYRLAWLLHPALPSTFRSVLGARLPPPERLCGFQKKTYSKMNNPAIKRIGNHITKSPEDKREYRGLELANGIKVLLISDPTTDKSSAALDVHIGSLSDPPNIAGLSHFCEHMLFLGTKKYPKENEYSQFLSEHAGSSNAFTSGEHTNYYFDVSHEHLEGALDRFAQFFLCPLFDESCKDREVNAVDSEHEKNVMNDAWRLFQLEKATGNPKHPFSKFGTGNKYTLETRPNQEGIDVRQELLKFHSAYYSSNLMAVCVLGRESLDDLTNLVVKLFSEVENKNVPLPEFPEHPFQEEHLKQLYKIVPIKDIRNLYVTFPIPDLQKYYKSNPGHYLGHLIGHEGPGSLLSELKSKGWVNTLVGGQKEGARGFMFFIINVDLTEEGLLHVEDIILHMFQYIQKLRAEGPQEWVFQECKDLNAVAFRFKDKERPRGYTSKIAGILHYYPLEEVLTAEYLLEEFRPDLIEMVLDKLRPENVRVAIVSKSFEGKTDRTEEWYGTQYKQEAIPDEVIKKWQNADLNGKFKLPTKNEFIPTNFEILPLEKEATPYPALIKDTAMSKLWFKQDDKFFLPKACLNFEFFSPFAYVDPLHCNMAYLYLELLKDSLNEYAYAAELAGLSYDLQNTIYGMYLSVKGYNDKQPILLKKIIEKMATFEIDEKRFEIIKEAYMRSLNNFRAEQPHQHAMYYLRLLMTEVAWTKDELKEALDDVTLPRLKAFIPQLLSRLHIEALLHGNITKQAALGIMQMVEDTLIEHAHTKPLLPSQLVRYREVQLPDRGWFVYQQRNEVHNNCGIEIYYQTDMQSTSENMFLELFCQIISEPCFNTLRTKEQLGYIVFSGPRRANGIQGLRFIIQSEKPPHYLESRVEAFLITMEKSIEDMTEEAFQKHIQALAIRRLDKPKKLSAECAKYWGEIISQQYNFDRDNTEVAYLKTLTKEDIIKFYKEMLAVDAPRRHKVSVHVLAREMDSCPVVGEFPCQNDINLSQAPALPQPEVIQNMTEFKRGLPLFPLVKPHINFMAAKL
VIM-2 inhibitor = VIM-2 metallo-beta-lactamase inhibitors, primary screen, biochemical, epi-absorbance readout, Pseudomonas aeruginosa enzyme; purified VIM-2, nitrocefin hydrolysis, epi-absorbance fluorescence; inhibition, % at 5.6 µM; actives 0.89% (n = 290,000);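 active means inhibition above the mean of all tested compounds plus 3 SD, cutoff set per screening run, cut at about 7.5% in these data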;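 further: red hydrolysis product quenches plate fluorescence so inhibitors raise well fluorescence; 0% = enzyme with DMSO and 100% = DMSO without enzyme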
DNA FID counter = compounds displacing fluorescent DNA intercalator, primary screen, artefact control for HCV NS3 helicase inhibitor project, biochemical, FID fluorescence. DNA fluorescent intercalator displacement. inhibition, % at 7.9 µM. actives 0.17% (n = 290,000). AID 1845, 2009; in the data active means inhibition above about 37%;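 further: 0% = vehicle and 100% = reference compound; higher means more ethidium bromide displaced from hairpin DNA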
NS3 helicase inh = inhibitors of HCV NS3 helicase, primary screen, biochemical, Cy5 molecular beacon fluorescence; NS3 helicase DNA unwinding; actives 0.56% (n = 290,000); inhibition, % at 10.9 µM; Hepatitis C virus NS3 helicase; AID 1800, 2009;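 active means inhibition above the mean of all tested compounds plus 3 SD, set per campaign, cut at about 35% in these data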;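 further: 0% = DMSO wells and 100% = thioflavine S control wells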
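Material: hepatitis C virus NS3 helicase domain fragment enzyme; measured by: Cy5 fluorescence, 0 and 60 min reads; control set: DMSO and thioflavine S; incubation: 60 min unwinding reaction at 25 °C after ATP addition; read-out basis: % inhibition from 60/0 min fluorescence ratio, DMSO 0%, thioflavine S 100%; repeats: singlicate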
IDE cell inh = human IDE inhibitors in live cells, primary screen, fluorescence polarization, HEK cells, FAbetaB substrate | Insulin-degrading enzyme (Homo sapiens), P14735 | inhibition, % at 5.59 µM | actives 0.41% (n = 320,000) | FAbetaB cleavage;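 active means percent inhibition above the average of all tested compounds plus 3 SD, set per screening campaign, cut at about 16% in these data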;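 further: IDE supplied by intact live HEK cells; FP after avidin binding of uncleaved biotin substrate so inhibition keeps polarization high; 0% = DMSO wells and 100% = 60 µM reference IDE inhibitor Ii1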
Active calls of the source: *; · = no result given.

smiles	PfM18AAP inh	VIM-2 inhibitor	DNA FID counter	IDE cell inh	p-CIP stab down	SUMO HTRF inh	IDE cell activ	NS3 helicase inh	IMP-1 inh
O=C(Nc1ccccc1F)c1ccc(CNS(=O)(=O)c2cccc(C(F)(F)F)c2)cc1	-3	-3.4	-3	-2	5	2	9	3	-2.8
CCN1CCN(c2ccc(S(=O)(=O)N3CCCCC3)cc2NC(=O)COc2ccc(F)cc2Cl)CC1	-13	-1.0	26	-3	4	1	1	-72	-3.9
Cc1ccc(S(=O)(=O)N2CCOCC2)cc1C(=O)NCC1CCCO1 (stereo unspecified)	-1	-1.0	-3	-2	-2	9	2	6	-0.3
COc1ccc(-c2nc(CSCC(=O)NC3CCN(Cc4ccccc4)CC3)c(C)o2)cc1OC	1	-2.0	14	2	-10	·	8	-4	-1.8
CC(NC(=O)CCSCc1ccccc1F)c1ccccc1 (stereo unspecified)	-2	-4.8	-18	4	-6	-6	1	21	-3.5
Cc1cc(C)c(NC(=O)CN2C(=O)NC3(CCOc4ccccc43)C2=O)c(C)c1 (stereo unspecified)	-8	-2.9	-12	0	-17	16	-6	13	-9.7
CCCc1nn(C)c2c1C(c1ccncc1)C(C#N)=C(N)O2 (stereo unspecified)	4	-2.4	-3	5	-3	-7	0	-3	2.8
O=C(Nc1ccc(CN2CCCCC2)cc1)c1ccc(Br)o1	-9	-1.1	6	3	3	-11	4	1	0.0
COC(=O)Cc1c(O)ccn(CCc2c[nH]c3ccccc23)c1=O	5	-2.8	-4	3	-9	2	2	3	-3.4
CN1C(=O)c2cccc3c(S(=O)(=O)Nc4ccc(O)c(C(=O)O)c4)ccc1c23	12	12*	-21	3	2	7	3	4	1.8
CC(C)CC(=O)N1CCC(N2CCN(c3ccccc3)CC2)CC1	6	-0.6	2	2	1	11	0	-2	-1.7
CCC(=O)c1ccc(OC(=O)c2cnccn2)cc1	7	-1.6	15	2	0	11	0	-6	-2.2
CC(=O)C1=C(O)C(=O)N(c2cc(C(C)(C)C)on2)C1c1ccc(Br)cc1 (stereo unspecified)	-6	1.9	-29	-4	-3	15	2	38*	1.0
CC(=O)OCCNC(=O)c1cccnc1	6	-5.1	1	-2	7	-19	4	0	-2.5
CC1(C)N=C(N)NC(Nc2cccc(Br)c2)=N1	-3	0.7	10	-1	-10	25	2	3	-3.4
CCOc1ccc(NC(=S)Nc2ccc(OCc3ccccc3)cc2)cc1	-4	-3.2	-2	-2	-7	21	3	-4	-2.8
N#Cc1ccc(NC(=O)c2cc(=O)c3ccccc3o2)cc1	-1	-0.4	3	-2	0	5	7	-4	-2.9
CC(=O)Nc1ccc(NC(=O)N2CCCCC2)cc1	6	-5.5	-5	8	1	4	4	5	-2.5
O=C(NNC(=O)c1ccc(F)cc1)C(=O)N1CCCCC1	-2	-2.4	-4	6	10	-13	4	9	-1.4
Cc1occc1C(=O)N/N=C/c1cnn(C)c1C	-9	-5.3	-2	6	10	-26	0	11	-6.0
CCOc1ccc(CNC(=O)CCCn2nc(CC)n3c(cc4occc43)c2=O)cc1	3	-4.7	-55	5	8	14	1	-7	-1.1
COc1cc(N2C(=O)CSC2=S)cc(OC)c1OC	6	0.8	-10	0	-6	17	3	6	2.9
CCOC(=O)N1CCN(c2c(N3CCN(C(=O)OCC)CC3)c(=O)c2=O)CC1	-1	-1.4	-7	7	6	6	0	-1	-3.7
CCCc1cc(=O)[nH]c(SCC(=O)c2cc(C)n(-c3cc(C)on3)c2C)n1	-1	-2.2	-49	0	-7	6	2	5	-3.8
CCCCc1ccc(NC(=S)NCCO)cc1	-7	1.1	-1	2	-5	5	4	-6	0.1
CCOc1ccccc1NC(=S)NNS(=O)(=O)c1c(C)cc(C)cc1C	4	0.7	0	-2	-5	-7	1	18	-0.8
CCC1(c2ccccc2)NC(=S)N(c2ccc(C)c(C)c2)N1 (stereo unspecified)	9	-5.8	-7	-2	-6	21	-3	6	1.4
O=C(NCCc1ccccc1)c1cnc2n(c1=O)CCS2	1	-2.9	-1	5	-6	16	-7	2	-3.5
COc1ccc(OC)c(N(CC(=O)Nc2cccc(C(F)(F)F)c2)S(C)(=O)=O)c1	-6	-4.6	-21	3	-12	11	4	2	-3.4
CCCCOC(=O)c1ccc(NC(=O)C2CCCO2)cc1 (stereo unspecified)	-8	-0.6	-19	2	-5	-18	2	-10	-4.4
CCc1ccc(CN(C)C(=O)c2cc(=O)c3ccccc3o2)cc1	-4	0.8	-33	5	-18	1	0	10	-0.4
Cc1ccc(C2c3[nH]c4ccccc4c3C[C@H]3C(=O)N(c4ccccc4C(=O)NCCN4CCOCC4)C(=O)N23)cc1 (stereo partly specified)	0	0.0	25	-8	-6	4	-2	-58	1.7

Rewritten with two lines to a compound: part of the list above.
Values in the order: PfM18AAP inh | VIM-2 inhibitor | DNA FID counter | IDE cell inh | p-CIP stab down | SUMO HTRF inh | IDE cell activ | NS3 helicase inh | IMP-1 inh
> CCc1ccc(CN(C)C(=O)c2cc(=O)c3ccccc3o2)cc1
  -4 | 0.8 | -33 | 5 | -18 | 1 | 0 | 10 | -0.4
> CCCCOC(=O)c1ccc(NC(=O)C2CCCO2)cc1 (stereo unspecified)
  -8 | -0.6 | -19 | 2 | -5 | -18 | 2 | -10 | -4.4

Additional compounds follow:
smiles	PfM18AAP inh	VIM-2 inhibitor	DNA FID counter	IDE cell inh	p-CIP stab down	SUMO HTRF inh	IDE cell activ	NS3 helicase inh	IMP-1 inh
COc1c(/C=N/NC(=O)[C@H]2C[C@@H]2c2ccccc2)c(CCN(C)C(C)=O)cc2c1OCO2	-2	-2.0	-44	-1	2	18	-1	-35	-1.0
O=C1CCC(=O)N1OCCCOc1ccc(Br)cc1Cl	1	-1.4	-9	·	3	13	4	0	-1.8
O=C(CN1C(=O)C2CC=CCC2C1=O)Nc1nc2ccc(F)cc2s1 (stereo unspecified)	3	-2.5	-5	1	-3	17	4	0	-3.0
NC(=O)c1nn(-c2ccccc2)nc1NC(=O)CN1CCCC1	-5	-3.5	-3	2	-3	11	10	0	-2.9
O=C(/C=C/c1ccco1)N(Cc1ccc(Cl)cc1)C1CCS(=O)(=O)C1 (stereo unspecified)	-9	-2.9	-24	-5	-6	13	5	42*	-2.4
Cc1sc2nc(SCC(=O)NCc3ccco3)n(-c3ccccc3)c(=O)c2c1C	10	-5.6	3	-4	-16	-4	4	2	-4.8
O=C(N/N=C\c1cn[nH]c1-c1ccccc1)c1cccnc1	2	-5.8	-5	5	5	9	1	-4	-3.7
CC1=C(C(=O)O)N2C(=O)C(NC(=O)c3nn(C)cc3Cl)C2SC1 (stereo unspecified)	2	1.4	-4	-3	1	4	4	5	-0.3
CCc1cc(=O)oc2c(CN3CCCC3)c(O)c(Cl)cc12	0	0.7	-3	0	-7	30	7	14	2.7
O=C(N/C(=C\c1ccc(Br)cc1)C(=O)N1CCCC1)c1cccs1	-1	-1.4	-27	5	-10	4	4	-7	-2.6
CCOC(=O)CSc1nnc(CNc2ccc(Cl)cc2)n1Cc1ccccc1	1	-2.9	-37	4	4	8	4	-3	-5.0
COc1cccc(CNC(=O)CCC2CCCN(C(=O)c3cccc(Cl)c3)C2)c1 (stereo unspecified)	6	-2.1	-35	5	1	3	1	10	-3.0
CCN(CC)CCCN(Cc1cc2cc3c(cc2[nH]c1=O)OCCO3)C(=O)Nc1ccccc1	-1	0.3	19	0	-4	6	0	-9	-3.3
O=C(CCSc1ccccc1)N1CCCC1	-6	-0.1	0	2	-3	17	4	12	-1.9
O=C(c1ccc2c(c1)OCO2)C1CCCN(Cc2cc(F)ccc2-n2cccn2)C1 (stereo unspecified)	-4	-2.7	11	1	-8	4	-4	-3	-2.0
CC(=O)N1c2ccccc2C(=O)OC1c1cccnc1 (stereo unspecified)	-5	-1.4	1	7	-21	31	2	-3	-2.9
CCc1ccccc1NC(=O)N[C@@H](C)C(=O)OC	-9	-2.5	-6	-4	16	8	-3	1	-1.7
Cc1c(C(=O)NCCCN2CCOCC2)sc2ncnc(N3CCN(c4ccccc4)CC3)c12	-7	3.0	6	·	5	3	6	-31	-2.4
COc1ccc(-c2csc(N)n2)cc1F	-2	-1.1	0	0	-25	4	-8	4	-1.9
Cc1ccccc1-n1ncc2c([N+](=O)[O-])cc([N+](=O)[O-])cc21	4	-2.3	5	4	-9	-18	3	-2	-0.9
O=C(Nc1ccncc1)c1cn(-c2ccccc2)nc1-c1cccs1	-5	-3.6	2	-1	-15	-18	-4	-13	-5.0
COc1cc(NC(=O)c2cc(OC)c(OC)c(OC)c2)cc(-n2cnnn2)c1	-3	1.4	-25	6	6	-2	3	-2	-3.1
COC(CN(C)C(C(=O)NC1CCCCC1)c1ccccc1)OC (stereo unspecified)	0	-2.6	-17	2	-15	8	4	-2	-3.5
Cc1nn(Cc2noc(C(=O)NCc3ccc4c(c3)OCO4)n2)c(C)c1Br	-6	-1.2	-35	-3	-8	1	0	-9	-1.8
